Compound activity (PubChem)
TNAP inh hi DEA – blocks human TNAP under high phosphate acceptor concentration. P05186. purified TNAP, CDP-star luminescence, 1 M DEA. inhibition, % at 20 µM. 0.03% of 200,000 active. AID 1135;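 active = over 50% inhibition of tissue-nonspecific alkaline phosphatase at 20 µM in the single-dose screen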;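 note: plate controls were DMSO wells for no effect and EDTA-quenched wells as full inhibition for full effect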
Target sequence (P05186 whole entry, looked up): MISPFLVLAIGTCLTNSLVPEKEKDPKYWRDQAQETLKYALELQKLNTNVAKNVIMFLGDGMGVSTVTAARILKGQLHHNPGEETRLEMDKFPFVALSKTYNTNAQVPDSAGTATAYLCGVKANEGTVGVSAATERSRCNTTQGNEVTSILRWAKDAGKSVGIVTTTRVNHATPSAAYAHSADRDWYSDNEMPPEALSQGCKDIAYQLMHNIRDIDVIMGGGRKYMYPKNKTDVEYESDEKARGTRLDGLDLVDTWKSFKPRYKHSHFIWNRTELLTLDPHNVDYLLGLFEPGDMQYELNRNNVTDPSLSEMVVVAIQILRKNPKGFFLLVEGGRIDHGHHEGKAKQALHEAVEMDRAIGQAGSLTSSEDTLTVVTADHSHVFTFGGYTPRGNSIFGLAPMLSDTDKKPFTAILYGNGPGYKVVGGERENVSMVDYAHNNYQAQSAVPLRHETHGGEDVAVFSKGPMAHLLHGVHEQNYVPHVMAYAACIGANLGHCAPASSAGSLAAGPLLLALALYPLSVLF
TNAP act hiacc – activators of human TNAP at high phosphate acceptor concentration. P05186. purified TNAP, CDP-star luminescence, 1 M DEA, 30 min; active compounds read high; 0 = EDTA background, 1 = DMSO-only activity. activation factor at 20 µM. 200,000 tested, under 10 active. AID 1136;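 active = activation factor at least 2 at 20 µM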
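Assay system: human TNAP; Input: enzyme diluted 1/800 final; Reagent: CDP-star luminogenic substrate at 100 µM final; Timing: 30 min, room temperature; Signal: luminescence; Evaluation: TNAP activation factor scaled between EDTA and DMSO control wells.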
HMGR II inh – blocks class II HMG-CoA reductase of Enterococcus faecalis; purified E. faecalis HMGR, NADPH absorbance 340 nm kinetic; inhibition, % at 10 µM; 0.41% of 190,000 active; AID 1066;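 active = inhibition above a set limit, the median over all tested compounds plus 3 SD, cut at about 9.5% in these data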;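 note: enzyme runs in reverse so mevalonate oxidation gives rising NADPH absorbance; 0% = complete reaction with DMSO and 100% = background rate lacking mevalonate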
Diaph inh CS – diaphorase inhibition or chemical oxidation counter-screen | diaphorase resazurin-to-resorufin fluorescence, NADH, 16 min; bacterial (C. kluyveri) enzyme, not human | inhibition, % at 20 µM | 0.69% of 190,000 active;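 active = primary screen inhibition at 20 µM above a set limit, cut at about 50% in these data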;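 note: plate controls were DMSO with full reaction for no effect and wells lacking NADH for full effect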
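Test system: bacterial diaphorase enzyme (C. kluyveri); Quantity: 0.14 U/mL diaphorase, enzyme working solution; Times: reaction incubation of 16 min at room temperature; Measured by: fluorescence of resorufin formed from resazurin, Ex 544/Em 590 nm; Benchmarks: positive control minus NADH, DMSO neutral control.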
Diaph act CS – activates diaphorase or chemically reduces, flagging diaphorase assay artifacts; Diaphorase/resazurin coupled assay, resorufin fluorescence, 16 min; active compounds read high; 1 = vehicle wells, 0 = NADH-free wells; activation factor at 20 µM; 0.005% of 190,000 active;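 active = diaphorase activity raised at least twofold by the compound at 20 µM; inactive = activation factor below 2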
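Assay system: bacterial diaphorase enzyme (C. kluyveri) / Input: enzyme 0.07 U/mL final / Medium: 50 mM HEPES pH 7.4 with 4.542 mM MgCl2, 0.005% Tween 20 / Doses: single compound dose of 20 µM, 1% DMSO final / Incubation: 16 min enzyme reaction, ambient temperature / Signal: fluorescence, excitation 544 nm and emission 590 nm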
G6PDH counter – inhibits Leuconostoc G6PDH, flagging false hits in G6PDH-based assays; Purified L. mesenteroides G6PDH, diaphorase/resazurin coupled fluorescence, 45 min; AID 1020; inhibition, % at 5 µM; 0.12% of 200,000 active; in the data active = inhibition above about 50%
FLuc act counter – firefly luciferase counter-screen for stimulation assays; P08659; ATPlite luciferase biochemical, luminescence, 10 min; 0 = ATP-free wells, 1 = DMSO control; activation factor at 10 µM; 200,000 tested, under 10 active; AID 1027;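 active = luciferase activation factor, scaled between plate controls, of at least 2 with compound at 10 µM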
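assay system = Luciferase/luciferin detection reagent, cell-free biochemical luciferase assay | also added = ATP substrate | times = 10 min post-reagent at room temperature | measured by = luminescence from luciferase reaction | measure = luciferase activation, seen as luminescence increase over controls | benchmarks = low control with PBS replacing ATP, high control enzyme plus ATP without compound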
TNAP inh noacc – blocks human TNAP activity with no phosphate acceptor present; P05186; inhibition, % at 20 µM; 0.26% of 200,000 active; purified TNAP, CDP-star luminescence, 30 min;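 active = tissue-nonspecific alkaline phosphatase inhibition above about 50% at 20 µM in the single-dose screen, limit read from the data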;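 note: 0% = DMSO negative control and 100% = EDTA positive control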
PMI act hi M6P – activators of human phosphomannose isomerase at near-saturating mannose 6-phosphate. P34949. coupled PMI enzyme assay, resazurin fluorescence, 20 min; active compounds read high; 1 = untreated enzyme, 0 = substrate-free blank. activation factor at 20 µM. 0.34% of 190,000 active;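 active = activation factor of 2 or more at 20 µM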
Target sequence (P34949 whole entry, looked up): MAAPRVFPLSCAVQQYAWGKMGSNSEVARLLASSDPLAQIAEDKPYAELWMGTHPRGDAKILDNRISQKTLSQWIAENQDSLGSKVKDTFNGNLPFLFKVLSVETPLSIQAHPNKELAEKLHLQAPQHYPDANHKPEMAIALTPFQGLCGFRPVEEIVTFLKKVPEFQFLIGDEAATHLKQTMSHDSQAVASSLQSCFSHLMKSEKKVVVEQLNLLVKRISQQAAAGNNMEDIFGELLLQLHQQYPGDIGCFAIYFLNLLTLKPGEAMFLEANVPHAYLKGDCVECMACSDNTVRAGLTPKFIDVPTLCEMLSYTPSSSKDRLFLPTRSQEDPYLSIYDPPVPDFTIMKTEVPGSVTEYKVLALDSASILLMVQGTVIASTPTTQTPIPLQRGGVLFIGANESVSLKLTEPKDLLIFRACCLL
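Test system: human phosphomannose isomerase with PGI, G6PDH, diaphorase coupling enzymes; Amount: PMI at 15 ng/mL final; Reagent: Mannose-6-phosphate 1.0 mM (near-saturating) plus 0.22 mM NADP+; Timing: 20 min, room temperature; Technique: resorufin fluorescence at Ex 544/Em 590 nm; Dosing: 20 µM single dose.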
PMI activator – increases human mannose-6-phosphate isomerase activity. P34949. purified human PMI, coupled resazurin fluorescence, 20 min; active compounds read high; 1 = vehicle control, 0 substrate-free wells. activation factor at 20 µM. 0.005% of 190,000 active. AID 1214;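 active = activation factor of 2 or more at 20 µM, relative to plate controls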
An asterisk follows results filed as active; x = no result given.

SMILES	TNAP inh hi DEA	TNAP act hiacc	HMGR II inh	Diaph inh CS	Diaph act CS	G6PDH counter	FLuc act counter	TNAP inh noacc	PMI act hi M6P	PMI activator
N#CCCN/N=C(/Cc1nc2ccccc2[nH]1)c1ccc(Cl)cc1	0	1	9.9*	7	0.9	0	0.9	-6	1	0.9
Nc1nc2c(c3c1c(=O)oc1ccccc13)CCCCC2	-9	1.1	3	12	0.9	11	1.1	-8	1	0.9
O=C(Cc1cccs1)NCc1cccnc1	-1	1	-2	7	0.9	1	1	-8	1	1
Cc1ccc(-n2c3c(c(=O)[nH]c2=O)C(NS(=O)(=O)c2ccc(C)cc2)(C(F)(F)F)C(=O)N3)cc1 (stereo not drawn)	-3	1	2	9	0.9	6	1.1	-12	0.9	1
CC(C)CCNc1ncnc2c1nnn2Cc1ccccc1Cl	0	1	1	12	0.9	1	1	-6	0.9	1
O=C(Nc1nnc(C2CC2)s1)c1cccc(S(=O)(=O)N2CC(c3ccccc3)CC2=O)c1 (stereo not drawn)	-5	1.1	-6	36	0.6	0	1.1	6	0.9	0.9
CN(C)c1ccnc2sc(C(N)=O)c(N)c12	2	1	1	12	0.9	1	1	-6	1.8	1.3
Cc1ccc(Nc2nc(N)nc(CSc3nncn3C)n2)cc1	-7	1.1	0	-14	1.1	7	0.5	-4	1.2	1.2
O=C(c1ccc(Cl)cc1)N1CCN(c2ccnc3cc(Cl)ccc23)CC1	-7	1.1	-4	-7	1.1	19	1.1	-2	1.1	1.1
COC(=O)CSC1=C(C#N)C(c2ccc(C)o2)CC(=O)N1 (stereo not drawn)	-6	1.1	1	x	x	10	1.1	-8	x	x
O=C(NCCN1CCN(c2ccccc2F)CC1)C1c2ccccc2C(=O)N2CCc3ccccc3C12 (stereo not drawn)	-7	1.1	-5	18	0.8	-26	1.1	-16	0.9	0.9
O=C(Cc1cccs1)Nc1ccc(Cl)cc1	-4	1	2	15	0.8	1	0.9	-14	1	0.9
Cc1cc(OC(=O)c2ccc3ccccc3c2)c([N+](=O)[O-])c(=O)[nH]1	0	1	4	9	0.9	3	1	-8	1	1.1
COc1cc(/C=N/Nc2ccc(Cl)cc2)ccc1OC(=O)c1cccs1	-2	1	-8	24	0.8	-24	1.1	6	2.3*	1.3
CC(C)C(=O)NC(=S)Nc1ccc(S(=O)(=O)Nc2ccccc2)cc1	-5	1.1	-4	19	0.8	10	1	0	1	0.9
Cc1ccc(-n2c3c(c(=O)[nH]c2=S)C(C(F)(F)F)(C(F)(F)F)NC(=O)N3)cc1	-9	1.1	0	-15	1.1	9	1.1	-6	1.3	1.2
CC1CC(C)CN(S(=O)(=O)N2CCC(C(=O)NCc3ccco3)CC2)C1 (stereo not drawn)	-4	1	-3	3	1	4	1	-14	1	1
Cc1cc(C(=O)COC(=O)CN(C)S(=O)(=O)c2ccc(Cl)cc2)c(C)n1Cc1cccs1	0	1	2	20	0.8	21	1	-9	0.9	0.8
CCOc1ccc(-c2n[nH]c(C)c2-c2ccccc2OC)c(O)c1	-7	1.1	-1	12	0.9	14	1	-9	1	1
O=C(CSc1nc(-c2ccccc2)c(-c2ccccc2)[nH]1)Nc1nccs1	-7	1.1	-7	13	0.9	1	1	-24	0.9	0.9
Cc1c(C(=O)NC(Cc2ccccc2)c2nc3ccccc3[nH]2)cccc1[N+](=O)[O-] (stereo not drawn)	0	1	1	15	0.8	12	1.1	8	0.8	0.9
C=CCNC(=O)c1ccc(-c2nc(-c3ccccc3)cs2)cc1	-2	1	-13	-10	1.1	7	1	18	1	1
CCCCN(CCCC)Cc1ccc(N)cc1	-1	1	-5	8	0.9	10	1.1	-9	0.9	0.9
COc1ccc(NC(=O)c2ccc([N+](=O)[O-])cc2[N+](=O)[O-])c(OC)c1	1	1	2	15	0.9	3	1	-4	0.8	1
Cc1nc([N+](=O)[O-])c(Br)n1CC(=O)c1ccc(Cl)cc1	-4	1	1	20	0.8	3	1	-15	1	1
O=S(=O)(NCCOc1cccc2cccnc12)c1ccc(F)cc1	-4	1	-2	6	0.9	0	1	-6	0.9	0.8
COc1cc2c(cc1OC)CN(C(=O)C1(c3ccccc3)CC1)CC2	-3	1	3	15	0.8	9	1	-6	0.8	0.9
Cc1ccc(S(=O)(=O)N(C)CC(=O)Nc2cccc(C)n2)cc1	-1	1	1	10	0.9	3	1	-7	0.9	0.9
Fc1ccc(/C=N/NC(=S)Nc2cccnc2)cc1	-3	1	0	13	0.9	14	1	-8	0.9	1
COc1cccc2cc(-c3nnc(SCC(=O)NCCc4ccccc4)n3C)oc12	-2	1	-2	13	0.9	20	1.1	0	1	1
COc1ccc(Nc2ncc(C(=O)N3CCN(c4ccccc4OC)CC3)c3ccccc23)cc1	-3	1	-6	12	0.9	7	1	11	0.9	1
O=C(Oc1c(Br)cc(Br)c2cccnc12)N1CCCCC1	-2	1	2	22	0.8	12	1	-6	0.9	0.9
Cc1cccc(NC(=S)N/N=C2/CCCCc3ccccc32)c1	-2	1	2	17	0.8	-7	1	-9	1	0.9
CS(=O)(=O)c1ncc(Cl)c(C(=O)Nc2ccc(N3CCOCC3)cc2)n1	-4	1	4	0	1	-8	0.9	-63	1.1	1
CSc1ncccc1C(=O)OCC(=O)N(CC(C)C)C1CCS(=O)(=O)C1 (stereo not drawn)	-6	1.1	1	21	0.8	-1	1	-13	0.9	0.9
C/C(CCc1ccc2c(c1)OCO2)=N\NC(=O)c1ccccc1	-3	1	-5	10	0.9	2	1	-9	1	1.1
Cc1ccc(C)c2c3c([nH]c12)-c1nonc1CC3	-5	1	-8	21	0.8	2	1	-11	0.9	0.8
O=C(NCc1ccncc1)C(=O)NC1CC1	1	1	-9	12	0.9	5	1	-7	1	1
O=C1C2CCCCC2C(=O)N1c1cccc(OS(=O)(=O)c2ccccc2)c1 (stereo not drawn)	-2	1	-7	15	0.8	-3	1	-20	0.9	0.9
CCn1ccc(=N)cc1	-2	1	-3	7	0.9	35	1	-6	0.9	0.9

3 entries from above, arranged by their value in PMI act hi M6P, low to high.
SMILES | PMI act hi M6P
O=C1C2CCCCC2C(=O)N1c1cccc(OS(=O)(=O)c2ccccc2)c1 (stereo not drawn) | 0.9
O=C(NCc1ccncc1)C(=O)NC1CC1 | 1
CS(=O)(=O)c1ncc(Cl)c(C(=O)Nc2ccc(N3CCOCC3)cc2)n1 | 1.1

Shown as a hit in HMGR II inh, among the entries above:
mol | TNAP inh hi DEA | TNAP act hiacc | HMGR II inh | Diaph act CS | TNAP inh noacc | PMI act hi M6P | PMI activator
N#CCCN/N=C(/Cc1nc2ccccc2[nH]1)c1ccc(Cl)cc1 | 0 | 1 | 9.9* | 0.9 | -6 | 1 | 0.9

Other results follow.
SMILES	TNAP inh hi DEA	TNAP act hiacc	HMGR II inh	Diaph inh CS	Diaph act CS	G6PDH counter	FLuc act counter	TNAP inh noacc	PMI act hi M6P	PMI activator
COc1cc(OC)cc(C(=O)NNC(=S)NC2CC2)c1	-8	1.1	-4	33	0.7	13	1	-124	0.9	0.9
COc1cc(C(C)=O)ccc1OCCN1CCC(Cc2ccccc2)CC1	-11	1.1	-2	-28	1.3	6	1.1	-9	1.1	1.2
CN1C2CCC1/C(=C\c1ccccc1)C(=O)/C2=C\c1ccccc1	-1	1	-7	5	1	4	1.1	-4	1.1	1
CCOC(=O)c1c(CSc2ccccc2)oc2ccc(O)cc12	-4	1	-4	32	0.7	4	1	-5	0.8	0.8
CC(CC(=O)Nc1cc([N+](=O)[O-])ccc1Cl)c1ccccc1 (stereo not drawn)	-4	1	-2	16	0.8	7	1	-9	0.9	0.9
COc1ccc(CNC(=O)c2cc(SC)ccc2Cl)cc1OC	-4	1	-4	0	1	0	1.1	-13	1.1	1
COc1ccc(C2CC(C(F)(F)F)n3nc(C(=O)NCCN4CCOCC4)cc3N2)cc1 (stereo not drawn)	-5	1.1	-4	8	0.9	7	1.1	-12	1	1
Cc1ccc(NC(=S)/C(=C(\[O-])c2ccc(C)c([N+](=O)[O-])c2)[n+]2ccccc2)cc1C	0	1	4	0	1	1	1	-7	0.9	1
Cc1ccc2nc(CSc3nnc4ccccn34)cc(=O)n2c1	-1	1	-4	3	1	5	1	-8	1	1
CC(=O)Nc1cccc(NS(=O)(=O)c2ccccc2[N+](=O)[O-])c1	-6	1.1	-4	-6	1.1	7	1	-6	1	1
O=C(CSc1nc2ccccc2o1)N1CCN(c2ccccc2)CC1	2	1	-1	12	0.9	-32	1	-8	0.9	0.9
O=C1C2C3C=CC([C@@H]2C(=O)N1C1CC1)[C@H]1C(=O)N(C2CC2)C(=O)C31 (stereo partly drawn)	-6	1.1	-2	4	1	5	1.1	-14	1	1
COc1ccc(N2C(=O)CC(N3CCOCC3)C2=O)cc1 (stereo not drawn)	-3	1	-1	6	0.9	-11	1	-9	1	1
Cc1ccc(-c2noc(C3CCN(C(=O)Nc4ccc(C#N)cc4)CC3)n2)o1	-6	1.1	4	28	0.7	2	1	-9	0.9	0.9
Cc1ccc(C)c(NC(=O)CCC(=O)NNC(=O)c2cccs2)c1	-2	1	-8	-9	1.1	5	1	-7	1.1	1.2
COc1ccccc1-n1cnnc1SCC(=O)c1c[nH]c2ccccc12	1	1	-1	-2	1	10	1	-21	1.1	1
CN(/N=C\c1ccc(O)c(O)c1)c1nc(-c2ccccc2)cc(-c2ccccc2)n1	13	0.9	-1	39	0.6	6	1	20	1	0.7
CC1SC(c2ccccc2Cl)NC1=O (stereo not drawn)	-5	1	0	12	0.9	-8	1	-15	1	1
c1ccc(Nc2cc(-c3ccccc3)nc3ncnn23)cc1	-5	1.1	0	22	0.8	17	1	-15	0.9	0.9
C=CCOc1ccc(C2OC34CCCCC3C(C#N)(C#N)C2(C#N)C(=N)O4)cc1 (stereo not drawn)	1	1	-5	23	0.8	9	1.1	0	0.8	0.8
Cc1ccc(S(=O)(=O)N2CCN(C(C)C(=O)Nc3ccccc3-c3ccccc3)CC2)cc1 (stereo not drawn)	1	1	-1	10	0.9	4	1.1	-17	1	0.9
